Screening data: PubChem BioAssay, National Center for Advancing Translational Sciences (NCATS)
S-ASM inh: inhibitors of human secretory acid sphingomyelinase | Potency, µM (titrated, usually from 57.5 µM), for the others: at the top dose activity change, negative = inhibition, most hits filed as inhibitors | placental ASM, HMU-PC fluorogenic substrate, 60 min | hit rate 0.006% among 340,000 | P17405 | AID 504937; note: potency is the fitted concentration of half-maximal effect
Target sequence (P17405 47-631 limits assumed): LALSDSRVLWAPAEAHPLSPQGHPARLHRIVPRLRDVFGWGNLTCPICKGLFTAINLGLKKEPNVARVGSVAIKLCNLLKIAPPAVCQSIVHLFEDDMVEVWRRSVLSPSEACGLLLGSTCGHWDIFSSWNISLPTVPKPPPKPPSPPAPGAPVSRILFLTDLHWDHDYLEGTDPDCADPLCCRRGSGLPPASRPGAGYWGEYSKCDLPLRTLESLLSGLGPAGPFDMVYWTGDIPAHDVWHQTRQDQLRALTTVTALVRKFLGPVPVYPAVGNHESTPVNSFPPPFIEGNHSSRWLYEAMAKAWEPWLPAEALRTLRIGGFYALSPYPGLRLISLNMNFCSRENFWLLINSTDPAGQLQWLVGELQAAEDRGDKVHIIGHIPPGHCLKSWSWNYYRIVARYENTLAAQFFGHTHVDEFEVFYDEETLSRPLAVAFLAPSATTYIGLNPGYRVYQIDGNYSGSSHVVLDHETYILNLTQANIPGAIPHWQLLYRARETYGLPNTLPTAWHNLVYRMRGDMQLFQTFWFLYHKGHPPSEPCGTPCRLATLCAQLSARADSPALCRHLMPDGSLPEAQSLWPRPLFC
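Fluorescence read-out (Ex 386 nm, Em 447 nm) after stopping the reaction at pH 10. Enzyme: ASM from human placenta; substrate HMU-PC0, 9 uM final; 60 min, 37 °C. Compound preincubation 10 min, ambient temperature.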
ELG1 DNA repair: inhibitors of ELG1-dependent DNA repair in HEK293T cells | HEK293T ELG1-luciferase reporter, luminescence, 16 h; DNA damage induced by 5-fluorouridine | Potency, µM (highest dose often 46.1 µM), without a hit: at the top dose activity change, negative = inhibition, most hits filed as inhibitors | hit rate 2.3% among 330,000 | AID 504467; note: potency is the fitted concentration of half-maximal effect; % is set by controls: 0 for no effect and ±100 for the full control effect; nearly all actives have a fitted effect of over 55% in size
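Cells (2,000 per well) received 5-fluorouridine plus test compound or DMSO and were incubated 16 hr at 37 °C, 5% CO2. Luciferase activity was read by luminescence 30 min after ONE-Glo addition; signal suppression marked inhibition of damage-induced ELG1 function.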
TCR activator: T cell receptor activation | primary human leukocytes, anti-CD3, IL-2 HTRF, 48 h | Potency, µM (doses to about 9.22 µM), inactives show at the top dose activation of IL-2 secretion, actives largely listed as activators | 330,000 tested, under 10 active | AID 504894; note: % of control where 0% means no effect
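1) Mix primary human leukocytes, a-CD3 beads and compound. 2) Incubate 48 hr. 3) Add HTRF IL-2 reagents (a-IL-2-K, a-IL-2-d2).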
Tb PFK block: inhibitors of T. brucei phosphofructokinase; AID 485367; hit rate 0.17% among 330,000; O15648; Potency, µM (series often up to 57.5 µM), for the others: at the top dose activity, negative = inhibition, hits mostly inhibitors; T. brucei PFK, ADP-Glo luminescence;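 note: potency is the fitted concentration of half-maximal effect; 0% = uninhibited 1x PFK enzyme wells and -100% = no-enzyme wells; nearly all actives have a fitted effect of over 60% in size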
Target sequence (O15648 whole entry, looked up): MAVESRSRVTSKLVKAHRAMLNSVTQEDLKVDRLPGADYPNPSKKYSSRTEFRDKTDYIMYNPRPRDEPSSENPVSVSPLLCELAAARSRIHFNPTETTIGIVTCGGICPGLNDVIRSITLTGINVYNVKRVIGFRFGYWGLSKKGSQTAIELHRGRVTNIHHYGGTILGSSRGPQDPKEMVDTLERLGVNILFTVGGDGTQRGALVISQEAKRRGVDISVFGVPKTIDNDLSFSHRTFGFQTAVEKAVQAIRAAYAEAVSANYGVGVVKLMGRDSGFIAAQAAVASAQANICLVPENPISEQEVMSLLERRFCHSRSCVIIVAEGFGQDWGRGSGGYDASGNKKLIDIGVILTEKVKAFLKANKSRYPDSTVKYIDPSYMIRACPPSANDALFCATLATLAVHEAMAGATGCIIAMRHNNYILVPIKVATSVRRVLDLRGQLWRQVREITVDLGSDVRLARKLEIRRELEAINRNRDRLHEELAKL
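Activity is normalized to no-enzyme wells (full inhibition) and 1.25 nM enzyme wells (no inhibition). Reaction: 0.5 mM F6P, 0.1 mM ATP, 45 min RT, ADP-Glo luminescence; concentration-response curves fitted and classed by quality.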
Mito fusion yeast: mitochondrial division inhibition or fusion activation; S. cerevisiae fusion-defective mutant growth rescue, CellTiterGlo 48 h; Potency, µM (top dose mostly 46.1 µM), for inactives: top-dose growth rescue (activation), most hits filed as activators; hit rate 0.23% among 320,000;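 note: potency is the fitted concentration of half-maximal effect; % of control where 0% means no effect; nearly all actives have a fitted effect of over 45% in size; temperature-sensitive fusion mutants such as fzo1-1 at 37 °C on non-fermentable ethanol glycerol medium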
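Growth-rescue viability read-out: after 48 h at the non-permissive 37C in glycerol/ethanol YPEG, yeast mitochondrial fusion mutants are measured by CellTiterGlo luminescence; compounds (23 nl pinned per well) restoring growth score as division inhibitors or fusion activators.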
Chronic BCR inh: chronic active BCR signaling inhibition; Potency, µM (doses to about 46.1 µM), for inactives: at the highest dose ratio change, negative = lower green/red ratio, most hits filed as inhibitors; AID 493014; hit rate 0.05% among 340,000; ABC-DLBCL IkBa-CBG/CBR reporter, luminescence ratio, 4 h; active = well fitted inhibition curve with a large enough effect in the signal ratio, with a control signal flat, not every such curve was filed as active; inconclusive = small, poorly fitted or top-dose-only effect, or effect the other way, or a change in a side signal; the % refers to the signal ratio;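 note: potency is the fitted concentration of half-maximal effect; plate controls were basal doxycycline-induced cells for no effect and cells given 10 µM MG132 for full effect; MG132 reads +100%, hits lower the ratio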
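Cell line TMD8 (human ABC DLBCL), stably expressing tet-inducible CBG68-IkBa fusion and CBR; IMDM/0.5% FBS; cpd up to 46 uM; dox induction, 4 h, 37C/5% CO2; dual luminescence; green/red ratio; MG132 control.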
TSHR antag: blocks TSH signaling through the human TSH receptor; P16473; TSHR-expressing cells, TSH-stimulated cAMP HTRF, 2 h; hits give low values; activity change, negative = inhibition, % at 11.5 µM; hit rate 0.2% among 330,000; AID 504810;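 active = activity change below a set negative limit, meaning inhibition stronger than a set level, cut at about -70% in these data; inconclusive = activity change between two set negative limits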; note: % is set by controls: 0 for no effect and ±100 for the full control effect
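TSHR-expressing cells were treated with compounds, then stimulated with TSH at EC80 (4nM final) for 2 hours at 37 deg C. Cellular cAMP was measured by HTRF competition between lysate cAMP and cAMP-d2 for a cryptate-labelled anti-cAMP antibody.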
PTAP TSG101 blk: blocks PTAP/TSG101 interaction to inhibit HIV-1 budding; Potency, µM (series often up to 115 µM), inactives show top-dose activity change, negative = inhibition, most hits filed as inhibitors; 340,000 tested, under 10 active; AID 493005; Fluorescence polarization, FITC-PTAP peptide / Tsg101 binding; active = well fitted inhibition curve with a large enough effect in the main read-out, with a control signal flat, not every such curve was filed as active; inconclusive = small, poorly fitted or top-dose-only effect, or effect the other way, or a change in a side signal; inactive = no such curve, though single readings can be large or run the other way; note: potency is the fitted concentration of half-maximal effect; % of control where 0% means no effect
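Fluorescence polarization binding of Tsg101 binding domain (10 uM final) to FITC-labeled PTAP peptide (50 nM final) in HEPES pH 7.5 buffer with NaCl, Tween 20, EDTA, TCEP. Compounds added before peptide; binding 20 min at RT.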
AT treatment: potential ataxia-telangiectasia treatment | […] A-T fibroblasts, KAP-1 phosphorylation AlphaLISA; neocarzinostatin DNA damage 30 min before lysis | Potency, µM (series often up to 57.5 µM), without a hit: at the highest dose activation, hits mostly activators | hit rate 0.19% among 320,000; note: potency is the fitted concentration of half-maximal effect; % of control where 0% means no effect; nearly all actives have a fitted effect of over 45% in size
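ATM-like activity read as KAP-1 phosphorylation via AlphaLISA donor/acceptor antibody pairs after lysis and 6 hr at 25C. Cells were ATM-null patient fibroblasts ([…], hTERT), dosed 60 min, then exposed to the DSB inducer NCS for 30 min.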
Eya2 inh: Eya2 (human) phosphatase inhibition. O00167. recombinant Eya2, OMFP fluorescence dephosphorylation (OMFP is methylfluorescein phosphate). Potency, µM (top dose mostly 76.9 µM), for the others: top-dose activity, negative = inhibition, most hits filed as inhibitors. hit rate 0.006% among 330,000; note: potency is the fitted concentration of half-maximal effect; % is set by controls: 0 for no effect and ±100 for the full control effect
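Eya2 protein (added as 0.2 uM solution) was preincubated with compound for 10 min at ambient temperature in 50 mM HEPES pH 7.5, 50 mM NaCl, 5 uM MgCl2, 0.05% BSA, 1 mM DTT. OMFP (added at 50 uM) then reacted 10 min; fluorescence read at 485/525 nm.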
a7 integrin act: activates integrin-mediated alleviation for muscular dystrophy; Potency, µM (highest dose often 38.3 µM), without a hit: top-dose activation, usual class: activators; alpha7betagal myoblasts, beta-gal FDG fluorescence, 48 h; hit rate 0.064% among 350,000; AID 624291;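 note: potency is the fitted concentration of half-maximal effect; 100% = response of the positive control SU9516; nearly all actives have a fitted effect of over 60% in size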
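alpha7betagal+/- myoblasts (passage 13, 250/well) treated 48 h at 37C with compounds at 1:260 dilution of DMSO stock. Lysed, then beta-galactosidase activity read as FDG fluorescence (ex 480/em 540) after 30 min, with pre-read for autofluorescence.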
Starred values were filed as active, the others as inactive; ? = inconclusive; . = not tested or not shown; [ ] = another dose, or the depositor's remark. Unless noted, calls come from the whole dose curve; as a rule, active = well fitted curve in the direction sought with a large enough effect; inconclusive = small, poorly fitted or top-dose-only effect, or another doubt; inactive = no such curve, though single readings can be large; an effect the other way counts as inactive or inconclusive.

SMILES | S-ASM inh | ELG1 DNA repair | TCR activator | Tb PFK block | Mito fusion yeast | Chronic BCR inh | TSHR antag | PTAP TSG101 blk | AT treatment | Eya2 inh | a7 integrin act
COc1ccc(C(=O)n2c(-c3ccco3)nc3ccccc32)cc1 | 1% | ? | 6% | -8% | 0% | ? | 3 | -6% | -3% | -8% | -2%
Cc1cc(C)c2c(N)c(C(=O)c3ccccc3Cl)sc2n1 | -1% | -27% | -5% | -1% | 14% | -28% | -4 | 2% | -4% | 10% | -17%
Cc1ccc(S(=O)(=O)/N=C(/c2ccccc2)N2CCOCC2)c(C)c1 | 2% | 2% | 2% | -2% | -3% | -1% | -6 | -12% | -2% | 5% | 29%
O=C1Nc2ncccc2OC1CCO (stereo not given) | 0% | 2% | 0% | -4% | 1% | 2% | -6 | 0% | 2% | 4% | 7%
O=C(Nc1cccc(O)c1)c1noc2c1CCCCC2 | -2% | ? | -2% | -8% | -5% | ? | 9 | -4% | -1% | -2% | -34%
O=S(=O)(c1ccc(F)cc1)N1CCC(n2cnc3ccccc32)CC1 | 0% | -13% | -128% | -1% | 2% | 1% | -6 | 0% | 5% | -15% | -2%
COc1ccc(S(=O)(=O)NCCc2ccccc2)cc1 | 4% | ? | -1% | 4% | -2% | -5% | -5 | -9% | 2% | -20% | 13%
CCOC(=O)N1CCN(C(=O)c2cc(S(=O)(=O)N3CCc4ccccc43)ccc2OC)CC1 | 1% | 0% | -5% | 0% | 0% | -2% | -3 | -2% | -3% | -29% | -26%
Cc1ccc(S(=O)(=O)N2[C@@H](c3cccc4ccccc34)C(C(=O)O)=C[C@H]2C(C)(C)C)cc1 | 5% | -5% | -1% | 9% | . | -2% | 21 | -4% | 9% | -6% | 13%
O=C(O)CCCCCN1C(=O)/C(=C\c2ccncc2)SC1=S | 4% | ? | -1% | -1% | 1% | ? | 5 | -3% | 5% | 4% | -32%
CC(C)CNC(=S)N(CCCN(C)C)Cc1cc2cc3c(cc2[nH]c1=O)OCCO3 | 21% | -24% | -2% | 3% | 1% | ? | -3 | -3% | 9% | -4% | -7%
Cc1ccc(/C=C/C(=O)Nc2cc(S(N)(=O)=O)ccc2O)cc1 | -10% | -1% | -11% | -7% | -6% | ? | -2 | 0% | 2% | -1% | -9%
Cc1n[nH]c(C)c1SCC(=O)Nc1ccc(F)cc1 | 1% | 18% | 2%[46.1 µM] | -1% | 0% | 2% | -14 | -5% | 2% | -10% | -7%
COc1ccc(/C=N/NC(=O)c2cc[n+]([O-])cc2)cc1 | 0%[11.5 µM] | 18% | 4% | -10% | -15% | 1% | 7 | -2% | 1% | 14% | -6%
N#CCCn1ncn(-c2ccccc2)c1=S | 2% | 0% | -2% | 1% | 0% | 0% | -4 | -11% | -1% | 8% | -3%
O=c1[nH]c(CSc2nnc(-c3ccco3)n2-c2ccccc2)nc2sc3c(c12)CCC3 | . | ? | . | -5% | 2% | -2% | -6 | . | -13% | 2% | .
Cc1nn(-c2ccccc2)c(=O)c2ccccc12 | -4% | ? | 3% | -4% | -7% | -10% | 8 | -1% | 4% | 3% | -5%
CC(=O)c1ccc(NC(=S)NNC(=O)c2ccncc2)cc1 | 1% | ? | -5%[46.1 µM] | 2% | 5% | ? | -7 | 0% | -7% | 8% | 21%
CCc1ccccc1NC(=O)CCNC(=O)Cn1ccc2ccccc2c1=O | 3% | -1% | 5% | -4% | -5% | -2% | -2 | -4% | -6% | -2% | 13%
CCCNc1c(NS(=O)(=O)c2ccc(Br)cc2)c(=O)oc2ccccc12 | 2% | 0% | -1% | 1% | 8.9µM* | 12% | -147* | -4% | 1% | 3% | -15%
CCCNS(=O)(=O)c1ccc(NC(=O)Cc2cccs2)cc1 | -2% | 1% | 1%[46.1 µM] | -1% | -2% | 3% | 3 | 1% | . | 2% | 7%
O=C(CN1CCC(O)(c2ccc3c(c2)OCO3)CC1)N1CCOCC1 | -1% | -1% | 4% | 0% | -1% | ? | 8 | -7% | . | 1% | 9%
CC1=CC(=O)C=C(C)C1=NOc1ccccc1[N+](=O)[O-] | -1% | ? | 1%[46.1 µM] | -4% | . | ? | 24 | 1% | 2% | -3% | -37%
N#Cc1c(-c2ccccc2)cc(-c2cccs2)nc1SCC(=O)O | 126%[activator] | 3% | 1% | 4% | 6% | ? | -17 | -2% | 5% | -10% | 5%
CC(C)NC(=O)C(=O)NCc1ccccn1 | -1% | ? | -3% | -1% | 0% | 0% | -4 | 0% | 7% | -13% | 3%
CN(CC(=O)Nc1ccccc1Br)C(=O)COc1cccc2c1OC(C)(C)C2 | 6% | 14% | -2% | 2% | 5% | ? | 13 | 2% | -1% | 1% | 21%
COc1ccc(NC(=S)NCc2ccco2)c(OC)c1 | -2% | 10% | -3% | -4% | -1% | ? | 2 | 0% | -1% | 16% | 20%
C/C(=N\NC(=O)c1c(Br)c(C)nn1C)c1cccc(NC(=O)c2ccccc2F)c1 | -1% | ? | 0%[46.1 µM] | -1% | -4% | 1% | 24 | -1% | 18% | -14% | 9%
Cn1nc(C(C)(C)C)cc1C(=O)NN1CCOCC1 | 3% | 1% | -8% | -1% | 0% | 2% | -17 | -2% | 16% | 8% | -19%
Cc1cc(C(=O)CN2c3cccc4cccc(c34)S2(=O)=O)c(C)n1C | 34%[activator] | ? | 9% | -6% | 18% | ? | 12 | -3% | -6% | 4% | 0%
Cc1ccc(NC(=O)COC(=O)[C@H](C)NC(=O)c2ccccc2)cc1S(=O)(=O)N1CCOCC1 | 0% | 8% | 9% | -3% | -1% | -17% | -9 | -2% | 3% | -2% | 18%
CC(=O)N1CCN(c2ccc(N=Cc3c(O)n(Cc4ccccc4)c(=O)[nH]c3=O)cc2)CC1 | -9% | -19% | 5% | -8% | 0% | 1% | 0 | -9% | -3% | -14% | 31%
O=C(NC1CCCc2ccccc21)c1ccccc1Cl (stereo not given) | -2% | 1% | -10% | 10% | 0% | 4% | 11 | 1% | 0% | 8% | 0%
COc1cccc(-n2nc(C(=O)N3CCN(Cc4ccccc4)CC3)c3ccccc3c2=O)c1 | 1% | ? | 3% | -7% | 25% | 9% | 4 | -4% | 2% | 8% | ?
O=[N+]([O-])c1ccc(N/N=C/c2c[nH]c3ccccc23)cc1 | -22% | ? | 4% | 1% | -15% | 22% | -6 | 5% | 4% | 1% | -45%[inhibitor]
CN(C)C(=S)Nc1ccc(S(=O)(=O)N2CCCCC2)cc1 | 0% | ? | 10% | 3% | -2% | -1% | -6 | -1% | -7% | -6% | -17%
COc1cccc(CNc2ccccn2)c1O | 5% | ? | -2% | -1% | 1% | 1% | 30 | -2% | 8% | -9% | 0%
Cc1nc2ccccc2n1Cc1ccccc1 | -1% | ? | -2% | 0% | -18% | -1% | 0 | -4% | -7% | -3% | -45%
CC1(C)CC(=O)C(C=NCC2CCN(C(=O)Cc3ccccc3)CC2)=C(O)C1 | 1% | -17% | 7% | -6% | -23% | 7% | 7 | 3% | 4% | -5% | 3%
CCN(C(=O)COC(=O)/C=C/c1cnc2ccccc2n1)c1ccccc1 | -1% | -5% | -1% | -7% | -1% | ? | -3 | -10% | 0% | 1% | -14%
COCCNC(=S)NC(=O)CC12CC3CC(CC(C3)C1)C2 | -1% | -10% | -2%[46.1 µM] | -2% | 3% | 8% | 2 | -2% | 9% | -9% | 4%
O=C(Nc1ccc(-c2ccccc2)cc1)c1ccco1 | 2% | 7% | 12% | -1% | 1% | 0% | -9 | 0% | 0% | -7% | -6%
CCCCN1C(=O)C(C)=C(C)C1OCCc1ccc(OC)c(OC)c1 (stereo not given) | 2% | -7% | 5% | 0% | 3% | ? | -3 | -7% | 6% | -17% | 9%
